# H9c2 protect = protects H9c2 cardiomyocytes from peroxide injury; protection from H2O2 cell death, % at 20 µM; H2O2 injury protection, ATPLite, 2 h; AID 588492; 0.63% of 360,000 active;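 active = compounds giving at least 50% protection of heart cells from peroxide-induced death in the single-dose screen, raw or plate-pattern-corrected value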;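 also: 0% = DMSO wells with peroxide and 100% = DMSO wells without peroxide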
# NR2E3 ag-1 = agonists of human NR2E3 nuclear receptor; 0.35% of 360,000 active; Q9Y5X4; AID 602229; CHO-S Gal4-NCOR/VP16-NR2E3 two-hybrid, luciferase; inhibition of corepressor binding, % at 3.98 µM;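 active = inhibition above the mean of all tested compounds plus 3 SD, cut at about 70% in these data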;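 also: 0% = DMSO with NR2E3 transfected cells and 100% = cells lacking NR2E3 construct; higher means lower luciferase signal from less NR2E3 corepressor binding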
# HIF-2a inh = HIF-2a inhibition; 786-0 RCC cells HIF-2a reporter, luciferase luminescence, overnight; inhibition, % at 18.8 µM; 0.72% of 360,000 active; AID 624352;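 active = inhibition of the luminescence signal of 40% or more relative to plate controls, in a single-dose primary screen at 18.75 µM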
# CaV13 ICDI inh = Primary screen for inhibitors of IQ motif and Ca2+-dependent inactivation inhibitor domain binding in CACNA1D, Förster resonance energy transfer in living cells, …; inhibition, % at 12.3 µM; 0.098% of 340,000 active; HEK cells, CFP/YFP FRET ICDI-IQ, plate reader, 10 min; percent FRET-ratio fall versus neutral wells; AID 743397;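 active = mean replicate inhibition of at least 30% and at least 1% of replicates passing that level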;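 also: 0% = median of the neutral control wells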
# m5-HT2A agonist = activates the mouse 5-HT2A serotonin receptor; P35363; CHO-K1 mHTR2A beta-arrestin complementation, luminescence; percent of 30 µM serotonin response; activation, % at 7.6 µM; 0.66% of 360,000 active; AID 624169;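 active = activation above a run cutoff, the mean activation of all tested compounds plus 3 SD, cut at about 14% in these data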;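 also: 0% = plate median of compound wells and 100% = 30 µM serotonin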
# Target sequence (P35363 whole entry, looked up): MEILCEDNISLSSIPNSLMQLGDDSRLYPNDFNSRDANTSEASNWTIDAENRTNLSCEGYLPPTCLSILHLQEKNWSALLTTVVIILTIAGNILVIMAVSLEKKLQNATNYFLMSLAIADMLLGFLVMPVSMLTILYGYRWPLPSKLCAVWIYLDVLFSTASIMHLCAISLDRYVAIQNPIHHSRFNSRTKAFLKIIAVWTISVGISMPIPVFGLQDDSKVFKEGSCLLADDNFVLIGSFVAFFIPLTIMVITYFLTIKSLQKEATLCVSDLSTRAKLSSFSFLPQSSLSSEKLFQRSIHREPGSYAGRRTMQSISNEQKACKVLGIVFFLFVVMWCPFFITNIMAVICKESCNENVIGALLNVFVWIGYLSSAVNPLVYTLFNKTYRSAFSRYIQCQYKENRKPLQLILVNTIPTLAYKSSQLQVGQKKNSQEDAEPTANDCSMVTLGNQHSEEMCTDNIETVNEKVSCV
# TRPM1 prom inh = inhibitors of MITF-driven TRPM1 promoter in melanoma cells; SK-MEL-5 TRPM1 promoter luciferase, 24 h; 0.83% of 330,000 active; inhibition, % at 12.5 µM;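 active = mean inhibition across replicates of 60% or more, whatever share of single replicates reaches that level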; also: values of inactives mirror those of a sister screen read the other way
# NR2E3 ag-2 = NR2E3 (human) agonism | 0.12% of 320,000 active | Q9Y5X4 | AID 2300 | inhibition of corepressor binding, % at 4.78 µM | GST-NR2E3/biotin-RetCOR TR-FRET, 1536-well;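 active = percent inhibition above the cutoff of mean plus 3 SD of all tested compounds, set per screening campaign, cut at about 20% in these data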;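 also: 0% = DMSO wells and 100% = biotin wells as full block of FRET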
#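 Assay system: NR2E3–RetCOR corepressor complex. Quantity: 1.35 nM GST-NR2E3. Buffer or medium: pH 7.5 Tris-based buffer. Reagent: biotinylated RetCOR corepressor at 7 nM final. Schedule: 5 h at 4 °C. Detection: TR-FRET, emission read at 617 and 671 nm. Replicates: one well per compound, singlicate testing.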
# Shn3 inh set2 = Schnurri-3 reporter inhibition in Clone20 osteoblasts. Clone20 osteoblast Shn3 3'UTR firefly luciferase, 24 h. inhibition, % at 12.5 µM. 0.52% of 360,000 active;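 active = mean inhibition of at least 75% with every replicate also reaching 75%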;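 also: 0% = median of neutral control wells and 100% = pilot-screen positive control compound; some compounds past the cut are filed as inactive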
# PDI inh = inhibitors of human protein disulfide isomerase | PDI insulin aggregation turbidity, A650, 90 min | inhibition, % at 10 µM | 0.052% of 350,000 active;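 active = mean inhibition across replicates of 30% or more, whatever share of single replicates reach that level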;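 also: absorbance from insulin aggregation driven by PDI reduction with DTT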
# Target sequence (P07237 whole entry, looked up): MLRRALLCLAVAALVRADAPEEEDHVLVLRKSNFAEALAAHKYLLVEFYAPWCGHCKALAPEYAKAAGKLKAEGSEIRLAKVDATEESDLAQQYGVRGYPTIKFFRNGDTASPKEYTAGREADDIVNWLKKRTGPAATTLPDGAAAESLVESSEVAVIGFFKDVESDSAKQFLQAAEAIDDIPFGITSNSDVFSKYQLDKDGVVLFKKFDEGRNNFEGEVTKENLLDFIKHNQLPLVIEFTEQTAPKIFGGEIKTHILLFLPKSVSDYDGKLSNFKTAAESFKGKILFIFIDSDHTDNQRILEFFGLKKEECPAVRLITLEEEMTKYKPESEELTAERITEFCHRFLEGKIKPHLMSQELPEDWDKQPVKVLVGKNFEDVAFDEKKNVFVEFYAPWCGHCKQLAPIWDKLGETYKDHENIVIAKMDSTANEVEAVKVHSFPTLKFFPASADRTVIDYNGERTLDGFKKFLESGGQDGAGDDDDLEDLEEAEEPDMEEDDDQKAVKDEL
# hiPSC survival = increases survival of single human iPS cells | hiPSC single-cell survival, ATPlite luminescence; 100% = ROCK inhibitor wells, 0% = DMSO | survival enhancement, % at 20 µM | 0.044% of 360,000 active; in the data active = survival enhancement above about 18%;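 also: cells exposed to compounds for 16 hours before the ATP read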
# Peg3 prom inh = Peg3 promoter activity inhibition; 1.7% of 360,000 active; AID 588405; HeLa PEG-Prom luciferase reporter, luminescence, overnight; inhibition, % at 20 µM;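 active = inhibition of at least 50% at 20 µM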
# An asterisk follows results filed as active; · = not tested or not shown; & = joins results of further samples. An unsorted share of the library, and some 3.9% of all compounds hit somewhere here.
SMILES	TRPM1 prom inh	PDI inh	CaV13 ICDI inh	Shn3 inh set2	m5-HT2A agonist	NR2E3 ag-1	H9c2 protect	Peg3 prom inh	hiPSC survival	NR2E3 ag-2	HIF-2a inh
Cc1nc(SCC(=O)NCc2ccc3c(c2)OCO3)c(C#N)c2c1CCCC2	-3	-1	-2	-1	-4	-15	7	5	1.1	1	24
c1cc(C2CCCCC2)ccc1Oc1nc(N2CCOCC2)nc(N2CCOCC2)n1	-9	-1	·	1	-1	-29	-8	9	-2.5	1	23
CC(O)(c1cccc(F)c1)c1nc(-c2cccc(C#N)c2)cs1 (stereo not given)	·	0	-6	-27	4	-7	-6	12	7.1	·	1
OC(c1cccs1)c1nccc2ccccc12 (stereo not given)	-5	-3	0	-1	4	-23	-10	-12	2.3	3	-19
O=[N+]([O-])c1ccc(F)cc1OCc1cccc(S(=O)(=O)N2CCOCC2)c1	4	-6	-7	1	-7	5	-4	-12	-0.3	-5	23
CC(C)CCNC(=O)COC(=O)c1ccc(Br)o1	2	-4	-4	-1	6	16	-5	9	4.0	2	10
Cc1cc(NC(=O)Cn2c(=O)c3c(ncn3CCC(C)C)n(Cc3ccccc3)c2=O)no1	-3	-1	-5	13	-4	-4	4	-2	0.9	5	21
COc1ccc(NC(=O)COC(=O)C2CC3C=CC2C3)cc1 (stereo not given)	-18	-5	-6	1	2	-17	2	-50	1.4	3	-30
O=C(N/N=C/C(Br)=C/c1ccccc1)C1CC1	-18	-4	5	-20	0	-50	-6	-131	-0.7	-2	-190
CC1CC(C)CN(C(=O)C(NS(=O)(=O)c2ccc3c(c2)oc(=O)n3C)C(C)C)C1 (stereo not given)	1	0	3	-3	0	-18	1	5	2.7	5	1
CCN(CC(=O)N1CCCC1)S(=O)(=O)c1ccc(OC)cc1	4	7	-3	9	2	-3	2	4	0.1	·	11
Cc1cc(C)cc(C(=O)OCC(=O)Nc2ncccn2)c1	2	-11	-3	-11	-5	-9	10	-11	0.2	4	-6
Cn1cnnc1Sc1ccc(C(=O)OCC(=O)Nc2ccccc2)cc1[N+](=O)[O-]	2	-4	-2	-2	-1	-16	-4	-13	-0.6	-2	6
Cc1ccc(S(=O)(=O)N2CC=C(C(=O)NCc3ccccc3)CC2)cc1	-10	3	6	-10	-7	1	-2	5	0.2	1	-5
O=C(CSc1nc2ccccc2c(=O)n1-c1ccc(F)c(Cl)c1)Nc1cccc(S(=O)(=O)N2CCOCC2)c1	3	-2	-2	15	-2	1	-1	3	-1.2	-2	-1
Cn1ncc(C#N)c1/N=C/N1CCCC1	-2	-41	-4	10	1	12	-1	-12	1.4	-4	20
COc1ccccc1CN(CC(=O)NCC1CCCO1)C(=O)CNS(=O)(=O)c1ccc(C)cc1 (stereo not given)	-1	10	0	4	-1	-25	-3	10	-2.2	3	-1
Cc1ccccc1N/N=C/c1ccc(N2CCOCC2)cc1	-43	-4	·	-6	0	-54	-3	-191	1.5	-1	-172
CSc1nc(O)c(N=Nc2ccc(F)cc2F)c(=O)[nH]1	6	-4	-4	-10	3	-39	-19	-108	-0.6	-8	-64
O=C(NNC(=S)Nc1ccc(Br)cc1)c1cccnc1	-1	9	-3	-23	-8	-42	-2	-58	-0.7	0	-99
COCc1[nH]nc2c1C(c1sccc1C)C(C#N)=C(N)O2 (stereo not given)	8	0	-6	1	-4	-9	15	15	1.1	1	24
Cc1ccc(-c2cccc(NC(=O)C3C4C=CC(C4)C3C(=O)O)c2)o1 (stereo not given)	9	3	-7	6	2	-44	-7	-3	-2.3	0	-32
O=C1NC(=O)/C(=C/c2cc3c(cc2Br)OCO3)S1	0	-5	-19	-24	7	-18	-5	-38	2.1	-5	-64
COc1cc2[nH]c3c(OC)ncnc3c2cc1OC	-22	9	-4	-18	2	-37	18	-24	1.6	-3	-36
Cc1cccc(CCNS(=O)(=O)c2ccc(S(=O)(=O)NC3CCCC3)cc2)c1	4	1	-8	7	-5	15	-12	11	2.3	2	1

# Some entries already given with just Peg3 prom inh and PDI inh.
Structure	Peg3 prom inh	PDI inh
OC(c1cccs1)c1nccc2ccccc12 (stereo not given)	-12	-3
O=[N+]([O-])c1ccc(F)cc1OCc1cccc(S(=O)(=O)N2CCOCC2)c1	-12	-6

# The list goes on.
SMILES	TRPM1 prom inh	PDI inh	CaV13 ICDI inh	Shn3 inh set2	m5-HT2A agonist	NR2E3 ag-1	H9c2 protect	Peg3 prom inh	hiPSC survival	NR2E3 ag-2	HIF-2a inh
Cc1ccc2nc(SCC(=O)c3c[nH]c4ccccc34)[nH]c2c1	9	3	6	16	1	-11	6	-42	0.1	1	-109
Cn1ncc(Cl)c1C(=O)Nc1cc(C(F)(F)F)ccc1F	5	1	-6	2	0	-9	-3	-4	0.3	1	1
C/C(NCCc1ccccc1)=C1/CCOC1=O	·	-5	-16	21	9	7	4	-11	-0.3	·	0
O=C(Cc1ccc(S(=O)(=O)N2CCOCC2)s1)N1CCN(S(=O)(=O)c2ccc(Cl)cc2)CC1	21	-5	-5	-3	5	17	-10	-4	-0.5	3	14
CC(C)CC(=O)Nc1cccc(-c2nc3ccccc3[nH]2)c1	-26	2	-2	-35	-5	-25	0	-55	2.7	5	-90
Cc1ccc(NC(=O)C(=O)NN)cc1	-8	6	-5	-21	3	-11	7	7	-0.5	-3	0
COc1cc(C(=O)n2cnc3ccccc32)c([N+](=O)[O-])cc1OC	-1	5	-5	6	-2	9	-1	11	1.6	7	11
CCCCOc1ccc(C(=O)NC)cc1	-5	-6	·	-26	-2	-4	-2	-50	-0.5	-1	-39
CN1CCN(C2CCCCC2NS(=O)(=O)c2ccccc2)CC1 (stereo not given)	-5	-6	-3	-14	-2	9	1	-7	-0.4	2	-3
CCOC(=O)C1CCN(S(=O)(=O)c2ccc3c(c2)CC(C)N3C(=O)C2CCC2)CC1 (stereo not given)	5	-2	-13	23	5	5	-3	13	0.7	2	10
COc1ccc(C(C(=O)NC(C)C)N(C(=O)CCC(=O)Nc2nccs2)c2ccccc2F)cc1 (stereo not given)	-4	6	-23	11	2	-8	-1	-5	-3.0	5	16
Cc1nc2nc(CSc3nnc(C)s3)cc(=O)n2[nH]1	11&2	0&17	-6&-4	4&8	1&6	-23&9	2&4	13&1	-1.2&2.6	2	15&7
COc1ccc(NC(=O)C/C(C)=N/NC(=O)COc2ccc(OC)cc2)cc1	3	6	-2	0	3	-34	1	7	-0.5	6	6
O=C(N=C1SC2CS(=O)(=O)CC2N1Cc1ccccc1)C1CCCCC1 (stereo not given)	6	-1	-8	5	-2	-42	-10	8	0.7	2	7
CC(C)(C)c1ccc(C2CC2C(=O)N/N=C\c2ccc[nH]2)cc1 (stereo not given)	5	-4	-5	95*	-3	-12	-21	-8	0.3	0	-25
CCc1ccccc1N1C(=O)C2CC=CCC2C1=O (stereo not given)	-3	5	-5	4	11	-7	4	-1	4.4	0	5
COCCNS(=O)(=O)c1ccc2c(c1)C(=O)c1cc(S(=O)(=O)NCCOC)ccc1-2	0	-3	-6	-8	-3	23	7	21	-1.7	2	12
C/C(N)=C(/C#N)C(=O)COC(=O)CNS(=O)(=O)c1ccc(C)cc1	13	-1	3	-3	0	-8	-6	9	0.2	2	17
COc1ccc(CC(=O)NNS(=O)(=O)c2cccc([N+](=O)[O-])c2)cc1OC	-10	-68	-5	44	1	5	-2	6	0.0	2	14
CC(=O)c1c(C)n(-c2ccccc2)c2ccc(O)cc12	7	-40	-3	-15	-6	-11	42	10	0.1	-2	16
CC(C)(C)c1ccc(OC(=O)Nc2ccc(O)c(C(=O)O)c2)cc1	1	-58	-14	-32	-1	4	-14	5	-0.3	-3	69*
COc1ccc(S(=O)(=O)N(C)C[C@@H]2OCc3cnnn3CCCC(=O)N([C@H](C)CO)C[C@@H]2C)cc1	·	3	-2	-16	-3	-17	6	-25	-0.6	·	7
Cn1cccc1Cc1nnc(SCC(=O)NC2CCCC2)n1CCc1ccccc1	-1	·	-10	-3	1	-25	7	3	-1.3	0	10
CCSc1nnc(NC(=O)CSc2nnc(C)c(=O)n2N)s1	0	0	9	-49	-4	-10	-1	17	1.3	1	4
Cc1cccc2c1-c1sc(C(=O)Nc3cccnc3)cc1CO2	-95	-5	-3	-40	-9	-24	1	-168	0.1	1	-115
Oc1nc(Nc2cccc(Cl)c2)sc1/C=C1\C=Nc2ccccc21	-2	-2	-6	-19	-8	-30	-7	-10	4.4	1	-108
Fc1ccc(-c2[nH]ncc2CN(CC2CCC2)CC2CCCO2)c(F)c1 (stereo not given)	-2	-2	-7	2	1	18	-7	0	-0.8	0	15
COc1ccc(C(C(=O)NC(C)(C)C)N(CCc2ccc(OC)c(OC)c2)C(=O)CCC(=O)Nc2cc(C)on2)cc1 (stereo not given)	-1	0	-3	7	2	-8	2	-11	-0.4	2	2
CC1CCN(CC(=O)Nc2cc(C(F)(F)F)ccc2Cl)CC1	-15	14	-4	-18	1	11	-13	-13	-2.1	1	6
COc1ccc(/C=N/NC(=O)CSc2n[nH]c(=O)[nH]c2=O)cc1	4	7	-5	0	1	-24	-3	-2	0.2	-1	-1
c1cnc2c(c1)ncc1cscc12	-4	19	-4	-20	0	-8	4	-9	-0.5	0	-2
NC(N)=NS(=O)(=O)c1ccc(NC(=S)NC(=O)Cc2ccc(Cl)cc2)cc1	8	4	-2	-4	-5	-19	-1	27	0.3	2	21
CCCn1nc(NC(=O)CC(C)C)c2cc3ccccc3nc21	12	-8	-8	-4	2	3	7	19	2.9	1	11
O=C(CN1C(=O)CSC1=O)N1CCCC(Nc2ccc(F)cc2)C1 (stereo not given)	1	-6	-12	11	4	-6	4	8	0.3	3	9
O=C(Cc1cccc2ccccc12)Nc1c(F)cccc1F	-6	15	-4	-9	-5	-26	4	-78	0.1	0	-95
CC1Cc2ccccc2N1Cc1cccc([N+](=O)[O-])c1 (stereo not given)	-4	0	·	4	1	-17	-5	21	-0.8	-1	6
CCOc1ccccc1N1CCN(C(=S)NCc2ccc(Cl)cc2)CC1	8	12	0	12	-8	-8	0	20	-0.4	-1	5
COc1ccc(NC(=O)C2CC(c3cc(OC)c(OC)c(OC)c3)=NO2)cc1OC (stereo not given)	9	0	-7	8	-3	-13	-1	-2	5.6	1	14
CCOC(=O)c1nnc(-c2ccccc2)[nH]c1=O	6	-5	-18	-10	1	-1	15	-36	3.7	2	-20

# Assay outcomes deposited in PubChem BioAssay by several laboratories.
